# Screening results (PubChem BioAssay)
# NCI-60 one-dose screen, 48 h, at 10 µM unless noted. Numbers give growth in % (100 = growth as untreated, 0 = no growth, -100 = all killed).
# SK-OV-3: SK-OV-3 ovarian cancer cells; AID 1794785; actives 3.2% (n = 80,000)
# OVCAR-4: OVCAR-4 ovarian cancer cells. actives 3.7% (n = 80,000)
# OVCAR-3: OVCAR-3 ovarian cancer | actives 7% (n = 79,000)
# OVCAR-5: OVCAR-5 ovarian cancer; actives 2.9% (n = 82,000); AID 1794783
# RXF 393: RXF 393 renal cancer cells; AID 1794773; actives 6.9% (n = 77,000)
# IGROV1: IGROV1 ovarian cancer. AID 1794786. actives 4.7% (n = 79,000)
# ACHN: ACHN renal cancer; actives 4.9% (n = 81,000)
# OVCAR-8: OVCAR-8 ovarian cancer | actives 4.4% (n = 81,000) | AID 1794782
# A498: A498 renal cancer cells; actives 5.4% (n = 76,000)
# An asterisk follows results filed as active; x = not tested or not shown; & = joins results of further samples; [ ] = remark or other dose. The calls were made as follows: active = growth percent below 10; inactive = the rest.
# Results follow in this order: SK-OV-3	OVCAR-4	OVCAR-3	OVCAR-5	RXF 393	IGROV1	ACHN	OVCAR-8	A498
> Cc1cc(C)c2c(c1)CC(C)(C)C(=O)OC2=O
  102.5	121.9	109.4	97.1	109.3	115.1	100.6	104.7	107.1
> CC1(c2ccccc2)OC1C(=O)O (centres undefined)
  117.0	112.3	102.8	x	103.2	96.8	101.8	106.7	109.3
> O=c1c2c3c(sc2n2c(-c4ccc([N+](=O)[O-])cc4)nnc2n1Cc1ccccc1)CCCC3
  89.6	94.1	97.4	96.0	85.9	x	90.6	87.1	117.3
> NC(=S)N/N=C/Cc1ccccc1
  110.5	65.5	108.8	119.7	103.0	79.0	101.6	84.3	99.8
> N#CCc1ncc(-c2ccc(C(F)(F)F)cc2)c(NC2CCCCCC2)n1
  74.9[100 µM]	42.5[100 µM]	-19.0*[100 µM]	50.2[100 µM]	36.4[100 µM]	44.9[100 µM]	18.4[100 µM]	26.0[100 µM]	1.9*[100 µM]
> CC1(C)c2ccccc2C(=O)C1Cc1ccccc1 (centres undefined)
  98.3	59.1	102.2	94.6	117.0	107.3	109.3	99.0	96.6
> CNC(=O)n1cc(Cl)ccc1=O
  101.0	94.4	104.8	103.7	97.1	105.6	100.3	101.3	95.2
> COc1cc2nc(-c3ccc(-n4cncc4-c4ccc(N)cc4)cc3)sc2c(OC)c1OC
  96.5	53.1	48.7	88.1	70.3	58.6	60.1	43.9	x
> N=C(N)SCc1cccs1
  103.3	89.6	105.7	104.7	98.2	93.2	x	97.0	73.9
> N#Cc1c(-c2ccccc2)cc(-c2cc(=O)oc3ccc(Cl)cc23)c(C#N)c1N
  88.4	110.3	105.5	118.7	132.4	95.7	96.9	108.7	136.5

# (continued)
# Results follow in this order: SK-OV-3	OVCAR-4	OVCAR-3	OVCAR-5	RXF 393	IGROV1	ACHN	OVCAR-8	A498
> CN1C(=O)C2(SCC(C(=O)NCC(=O)OC(C)(C)C)N2C(=O)C2CCCCC2)c2ccccc21 (centres undefined)
  99.8	100.1	107.3	104.3	105.0	101.4	99.8	96.0	83.5
> CC12CCC(C(=Nc3ccc(N=C4C(=O)C5(C)CCC4C5(C)C)cc3)C1=O)C2(C)C
  111.2	107.8	109.7	114.5	115.6	116.9	109.1	104.3	109.3
> CCC/C(=C\c1ccc(O)c(O)c1)C(=O)NC(Cc1ccccc1)C(=O)C(=O)NCCc1ccc(OC)cc1 (centres undefined)
  100.4	59.1	74.8	95.3	75.9	54.1	82.9	84.6	91.9
> COc1ccc(C(=O)/C=C/c2ccc(C)cc2)cc1S(N)(=O)=O
  113.7	84.1	39.2	77.0	74.4	28.0	55.8	29.3	82.7
> O=C(O)c1ccc(=O)oc1
  111.5	107.0	122.2	120.1	111.8	108.3	111.0	93.7	144.2
> CCCC(O)Cn1ncc(C(=O)OCC)c1NC(=O)NCc1ccc(F)cc1 (centres undefined)
  102.5	84.0	104.0	106.1	113.5	98.5	93.3	100.2	96.3
> CCOC(=O)C1OC1c1ccccc1 (centres undefined)
  99.0	101.4	100.7	101.6	112.0	108.2	104.5	105.7	96.8
> CCS(=O)(=O)OCCCl
  87.4	100.2	x	80.8	x	x	99.3	102.6	101.4
> CN(C)c1ccc(/C=C(/CC(=O)c2ccc(Cl)c(Cl)c2)C(=O)NN)cc1
  97.5	80.5	104.5	100.3	103.8	88.2	99.5	94.2	x
> CC(C)(C)n1cc(-c2ccnc(NCCCNS(=O)(=O)c3cccc4ccccc34)c2)c(-c2cccc(F)c2)n1
  91.9	78.1	90.1	91.9	76.8	78.9	91.5	81.4	29.2

# Fetched by compound from the entries so far (five):
# Results follow in this order: SK-OV-3	OVCAR-4	OVCAR-3	OVCAR-5	RXF 393	IGROV1	ACHN	OVCAR-8	A498
> CCOC(=O)C1OC1c1ccccc1 (centres undefined)
  99.0	101.4	100.7	101.6	112.0	108.2	104.5	105.7	96.8
> CC12CCC(C(=Nc3ccc(N=C4C(=O)C5(C)CCC4C5(C)C)cc3)C1=O)C2(C)C
  111.2	107.8	109.7	114.5	115.6	116.9	109.1	104.3	109.3
> CCCC(O)Cn1ncc(C(=O)OCC)c1NC(=O)NCc1ccc(F)cc1 (centres undefined)
  102.5	84.0	104.0	106.1	113.5	98.5	93.3	100.2	96.3
> CN(C)c1ccc(/C=C(/CC(=O)c2ccc(Cl)c(Cl)c2)C(=O)NN)cc1
  97.5	80.5	104.5	100.3	103.8	88.2	99.5	94.2	x
> CC(C)(C)n1cc(-c2ccnc(NCCCNS(=O)(=O)c3cccc4ccccc34)c2)c(-c2cccc(F)c2)n1
  91.9	78.1	90.1	91.9	76.8	78.9	91.5	81.4	29.2

# Other compounds
# Results follow in this order: SK-OV-3	OVCAR-4	OVCAR-3	OVCAR-5	RXF 393	IGROV1	ACHN	OVCAR-8	A498
> CCCCn1c(=O)[nH]c2c(c1=O)C(c1ccc(F)cc1)c1c([nH]c(=O)n(CCCC)c1=O)N2
  92.4	102.5	101.4	98.6	108.0	100.7	102.3	103.8	126.4
> Cc1ccc(NC(=O)Cn2nncc2CN2C(=O)CSC2=O)cc1
  88.4	105.2	107.7	106.2	127.9	103.4	94.2	101.6	113.6
> CCCCCc1nc(N)nc(-c2nc(N)nc(CCCCC)c2C)c1C
  107.1	108.4	120.7	117.3	115.4	114.9	105.3	101.3	109.6
> Oc1cc(Br)ccc1C=Nc1ccc(N2CCCCC2)cc1
  108.9	88.0	94.4	119.1	92.2	114.7	101.4	96.5	153.2
> CC(=O)Nc1cc(Cl)ccc1Cl
  117.1	x	119.5	110.2	126.9	122.2	104.9	106.3	106.4
> COC(=O)[C@H]1CCCN1C(=O)[C@@H]1CCCN1C(=O)[C@H](C)NC(=S)Nc1cc(C(F)(F)F)cc(C(F)(F)F)c1
  105.3	88.6	111.0	91.6	72.3	114.2	115.4	91.2	103.0
> CN1/C(=C/C=C/c2n(Cc3ccc4ccccc4c3)c(Cl)c(Cl)[n+]2Cc2ccc3ccccc3c2)Oc2ccccc21
  -57.2*	-70.7*	-83.8*	-83.1*	-88.2*	-80.4*	-96.6*	-86.1*	-77.9*
> CCCCCCC(C)NCCO (centres undefined)
  95.8	117.8	105.3	101.8	110.4	117.7	114.0	112.2	95.6
> COc1cc2c(nn1)CCCC2
  101.0	110.7	105.4	116.0	120.2	99.9	x	111.2	86.2
> CC(C)(c1cc(Cl)c(O)c(CN2CCOCC2)c1)c1cc(Cl)c(O)c(CN2CCOCC2)c1
  104.6	99.4	107.0	105.5	99.4	x	87.6	93.4	106.6

# (further entries)
# Results follow in this order: SK-OV-3	OVCAR-4	OVCAR-3	OVCAR-5	RXF 393	IGROV1	ACHN	OVCAR-8	A498
> COC(=O)/C=C/c1ccc(OC(C)=O)cc1
  107.4	123.9	103.3	112.8	118.1	104.1	x	106.6	92.2
> N#Cc1c(-c2ccc(O)cc2)nc(SCC(=O)NNc2ncnc3ccccc23)n(Cc2ccccc2)c1=O
  100.2	108.9	110.5	125.6	112.8	104.7	96.4	100.3	x
> COc1cc(C2CC(=O)c3ccccc3N2)cc(OC)c1OC (centres undefined)
  x	97.4	109.7	103.2	102.1	99.0	101.8	94.3	83.7
> COC1=C(N=[N+]=[N-])C(=O)C(OC)=C(N=[N+]=[N-])C1=O
  103.3	92.0	122.6	98.9	102.7	102.6	94.0	98.2	92.1
> O=C1/C(=C/c2ccco2)SC(=S)N1CC(=S)C1CCS(=O)(=O)C1 (centres undefined)
  103.8	103.5	111.3	113.9	107.3	106.9	111.2	107.6	120.0
> N#Cc1c(NC(=O)c2ccc(C(F)(F)F)cc2)sc2c1CCC(O)=C2
  17.9	41.6	18.8	82.8	14.6	38.3	44.1	28.9	74.2
> O=C(O)c1ccc(NC(=S)NC(=O)c2ccccc2)cc1
  104.2	83.4	73.0	71.8	87.7	102.3	104.8	99.0	91.2
> O=C(O)/C(Br)=C/c1c[nH]c2ccc(Br)cc12
  170.8	59.7	105.2	90.6	108.9	98.2	103.8	105.8	131.6
> COc1cnc2c(c1)C(=O)c1c-2n(CCCN2CCC(O)CC2)c(=O)c2cc(F)ccc12
  -31.6*	-0.2*	-8.3*	-8.1*	-43.1*	1.7*	-58.0*	-6.4*	-87.9*
> O=C1NCCNC1c1ccccc1 (centres undefined)
  116.0	x	120.1	95.1	119.2	124.5	101.0	111.1	94.4

# More structures:
# Results follow in this order: SK-OV-3	OVCAR-4	OVCAR-3	OVCAR-5	RXF 393	IGROV1	ACHN	OVCAR-8	A498
> O=CC(S)CO (centres undefined)
  106.8	110.2	116.0	110.5	107.1	104.3	109.4	92.2	100.7
> Cc1ccc(N=Nc2c(N)nn3c(-c4cc5ccccc5oc4=O)ccnc23)cc1
  99.9	77.9	37.4	54.6	7.4*	32.4	34.9	51.4	150.4
> N#CSc1cc(SC#N)c2ccccc2c1N
  120.5	91.3	79.2	86.8	95.2	104.0	96.7	58.1	91.2
> CC[N+]1(C)CSC(=S)N(C)C1 (centres undefined)
  111.8	108.3	104.9	114.8	127.0	103.2	110.8	112.8	106.3
> CCCN(CCC)CC(O)CNc1cc(OC)cc2cccnc12 (centres undefined)
  100.4	74.8	104.1	102.4	x	115.4	90.7	102.3	71.4
> O=C(Nc1ccc(Cl)cc1)Nc1cccc2nsnc12
  78.4	67.5	64.4	93.8	94.7	37.8	77.1	68.7	99.7
> NC(=O)c1ccc(NC(=O)c2cc3ccccc3o2)cc1
  105.4	96.3	101.8	96.9	105.7	104.1	104.1	103.1	110.4
> CC/C=C\C/C=C\C/C=C\CCCCCCCCOc1ccccc1CCOP(=O)(O)OCC[N+](C)(C)C
  107.4	117.8	111.3	101.3	110.8	106.8	109.0	103.2	98.9
> CCOC(=O)Cc1csc(NC(=O)NCn2c(=O)[nH]c3ccccc3c2=O)n1
  86.4	99.8	102.2	103.0	108.3	107.9	101.7	102.4	114.9
> O=C1OCCN1/N=C/c1ccc([N+](=O)[O-])o1
  109.4&116.1	107.4&107.0	110.8&108.8	197.4&109.5	103.1&110.6	125.0&102.9	101.2&91.1	108.2&100.0	72.1&108.3

# Going on with the list:
# Results follow in this order: SK-OV-3	OVCAR-4	OVCAR-3	OVCAR-5	RXF 393	IGROV1	ACHN	OVCAR-8	A498
> Cc1ccc(S(=O)(=O)Nn2c(N)c(C#N)cc(-c3nc4ccccc4s3)c2=O)cc1
  94.0	104.5	105.9	109.6	111.5	102.0	100.8	103.7	x
> COc1ccc(CC(C(=O)O)c2ccccc2)cc1 (centres undefined)
  96.3	109.7	100.1	112.7	104.9	105.9	106.9	100.0	95.8
> Cn1cc(-c2nc(-c3cn(C)c4c(Cl)nccc34)cs2)c2cc(Br)ccc21
  107.5	99.8	110.0	103.1	94.4	102.7	92.5	93.8	78.8
> Brc1ccc(C=Nc2ccc(Nc3ncnc4sc5c(c34)CCN(Cc3ccccc3)C5)cc2)cc1
  112.5	99.5	x	97.1	95.4	89.5	85.2	95.0	85.8
> Cc1ccc(C=C2C(Cl)=C(Cl)C(Cl)=C2Cl)cc1
  -38.5*	-35.3*	-85.1*	-80.7*	x	x	-54.8*	-42.9*	-88.8*
> N#CC(C#N)C(C#N)C#N
  84.0	98.6	104.2	110.7	110.1	112.3	106.8	97.4	99.0
> NCc1ccccc1CC(=O)NC1C(=O)N2C(C(=O)O)=C(CSc3nnnn3CC(=O)O)CSC12 (centres undefined)
  113.9	106.6	113.7	105.3	100.7	107.4	106.5	101.5	92.9
> O=C(O)c1ccc(CSc2nc3ccccc3[nH]2)cc1
  107.0	108.3	99.8	97.5	111.1	94.0	104.7	105.7	86.3
> O=C(c1cccnc1)N1CCOCC1
  96.6	95.6	112.5	103.4	103.3	111.7	106.3	91.6	x
> CCOC(=O)c1sc(NN=C(c2ccccc2)c2ccccc2)nc1C
  98.6	112.2	102.1	103.3	104.3	99.1	102.9	86.9	85.1

# Additional structures follow.
# Results follow in this order: SK-OV-3	OVCAR-4	OVCAR-3	OVCAR-5	RXF 393	IGROV1	ACHN	OVCAR-8	A498
> CCCN1CC=C(NC(=O)CN2CCN(c3cc4c(cc3F)c(=O)c(C(=O)O)cn4C3CC3)CC2)NC1=O
  117.8	106.3	110.6	98.6	95.8	98.2	100.4	105.9	90.2
> NNC(=O)c1ccc(Nc2ncnc3c2cnn3-c2cccc(Br)c2)cc1
  95.2	109.0	95.6	103.0	78.8	92.6	98.2	83.5	87.0
> COc1ccc(-c2ccccc2)cc1-c1c(Nc2cc(Cl)cc(Cl)c2O)c(=O)c1=O
  -10.8*	16.8	5.3*	28.7	-13.0*	31.0	3.2*	12.3	-17.6*
> Nc1nc(-c2ccccc2)c(N=Nc2ccc(Cl)cc2)s1
  98.8	88.9	97.9	99.0	98.7	78.5	88.1	96.8	100.7
> C1CCC(CCCC2CCCCC2)CC1
  102.3	106.2	117.7	89.4	107.2	116.6	95.5	88.0	x
> COc1ccc(/C=C/C(=O)c2ccc(NC(=O)CSc3nnc(-c4cc(-c5ccc(S(N)(=O)=O)cc5)nc5ccccc45)n3-c3ccccc3)cc2)cc1
  113.2	105.2	108.0	94.6	98.3	93.6	106.7	90.3	59.4
> COC(=O)Cn1c(=O)c2cc(OC)c(OC)cc2c2cnc3[nH]ccc3c21
  89.2	101.5	93.3	96.9	70.7	83.9	85.1	91.8	64.5
> Nc1ccc(S(=O)(=O)O)c(N)c1
  102.9	94.8	107.9	x	107.0	100.4	97.7	99.5	146.5
> OC(CNC1CCCCC1)CO/N=C1\CCSc2c(Cl)cccc21 (centres undefined)
  92.5	91.8	89.7	85.4	85.8	70.9	89.2	97.7	70.6
> O=C(CSc1nnc(Cn2c(C(F)(F)F)nc3ccccc32)o1)Nc1ccc(Cl)cc1
  94.1	102.0	100.5	88.9	113.3	76.8	42.0	71.9	75.6
> COc1ccc2c(c1)[nH]c(=O)c1c3cccc(F)c3cn21
  42.3	47.8	x	47.9	-26.9*	6.2*	37.7	27.4	59.3
> O=C(Nc1nc2cc(Cl)ccc2o1)c1ccc(C(=O)Nc2nc3cc(Cl)ccc3o2)cc1
  97.2	66.7	59.4	105.7	103.3	73.1	78.5	57.6	81.1
